# ABHD4 inh = ABHD4 inhibitors, primary screen, biochemical, fluorescence polarization, mouse | (Lyso)-N-acylphosphatidylethanolamine lipase (Mus musculus), Q8VD66 | purified mABHD4, FP-Rh probe fluorescence polarization | inhibition, % at 8.92 µM | actives 0.54% (n = 370,000);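 active = inhibition exceeding the mean over every tested compound plus 3 SD, cut at about 30% in these data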;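 note: 0% = plate median of compound wells and 100% = S159A mutant with DMSO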
# Target sequence (Q8VD66 whole entry, looked up): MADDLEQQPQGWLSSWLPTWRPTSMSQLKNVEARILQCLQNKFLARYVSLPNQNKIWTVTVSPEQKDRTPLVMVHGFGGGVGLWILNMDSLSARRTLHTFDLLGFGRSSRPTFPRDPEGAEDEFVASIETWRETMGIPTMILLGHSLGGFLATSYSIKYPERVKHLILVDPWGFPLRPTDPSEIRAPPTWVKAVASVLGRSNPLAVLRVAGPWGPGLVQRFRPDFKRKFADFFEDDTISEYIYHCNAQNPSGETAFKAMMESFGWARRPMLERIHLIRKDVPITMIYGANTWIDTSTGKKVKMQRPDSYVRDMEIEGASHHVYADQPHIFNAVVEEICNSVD
#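 Test system: mouse ABHD4 enzyme, wild type. Reagent: FP-Rh fluorescent activity-based probe, added after compound pre-incubation. Timing: pre-incubation 45 min, probe exposure 60 min, at 25 °C. Technique: FP readout, ex 525 nm / em 598 nm. Benchmarks: high control S159A mutant with DMSO, low control median of compound wells.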
# MBD2 DNA inh = inhibitors of MBD2 binding to methylated DNA, primary screen, biochemical, TR-FRET, DNA-binding domain, human | Methyl-CpG-binding domain protein 2 (Homo sapiens), Q9UBB5 | MBD2 binding to methylated oligonucleotide | inhibition, % at 4.4 µM | actives 0.31% (n = 370,000); in the data active = inhibition above about 13%
# SIAE inh = human SIAE inhibitors, primary screen, biochemical, fluorescence polarization, FP-Rh probe, 1536-well HTS; Sialate O-acetylesterase (Homo sapiens), Q9HAT2; actives 0.69% (n = 370,000); inhibition, % at 9.66 µM; AID 1053197, 2014; SIAE FP-Rh probe binding;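 active = inhibition above a cutoff: mean of compounds within the control limits plus 3 SD of those, cut at about 17% in these data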;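 note: 0% = plate median of compound wells and 100% = probe without SIAE protein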
# rCAG RNA binder = binders of r(CAG) RNA repeats, primary screen, biochemical, fluorescence; r(CAG) RNA repeat, TO-PRO-1 dye displacement fluorescence; inhibition, % at 3 µM; actives 1.3% (n = 370,000); AID 651821, 2012;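 active = inhibition above the plate cutoff, the mean of all test compounds on that plate plus 3 SD, cut at about 35% in these data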;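 note: 0% = DMSO alone and 100% = 100 µM mitoxantrone as full dye displacement; higher means more dye released from RNA so lower well fluorescence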
# LEDGF integ inh = blockers of LEDGF/p75-dependent integrase strand transfer – biochemical, TR-FRET, high throughput, primary screen; HIV-1 integrase (with human LEDGF/p75); actives 0.64% (n = 370,000); inhibition, % at 3.7 µM; TR-FRET IN-LEDGF/p75 DNA integration, Eu/Cy5; AID 743269, 2014;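 active = inhibition above the screen-wide mean plus 3 SD, cut at about 13% in these data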;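 note: signal is the Cy5 over europium emission ratio at 671 and 618 nm; 0% = plate median of compound wells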
# HTRA1 inh = HTRA1 serine protease inhibitors, primary screen, biochemical, fluorescence polarization, HTS. Q92743. recombinant HTRA1, FP-rhodamine activity-based probe. inhibition, % at 5.96 µM. actives 0.5% (n = 340,000); in the data active = inhibition above about 36%;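 note: 0% = enzyme with DMSO and 100% = wells lacking enzyme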
# TCR-CD3 inh = inhibitors of human TCR-CD3 interaction, primary screen, biochemical, fluorescence, TAMRA-labeled TCR probe. inhibition, % at 9.4 µM. AID 651800, 2012. actives 0.37% (n = 360,000). T-cell receptor (TCR); in the data active = inhibition above about 19%;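 note: recombinant mutant TCR 2C K166C tagged with TAMRA read by polarization; 0% = receptor in buffer alone and 100% = receptor with positive control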
# TDP2 inh = human TDP2 enzyme inhibitors, primary screen, biochemical, epi absorbance, recombinant enzyme; AID 720702, 2013; inhibition, % at 12.8 µM; actives 0.34% (n = 370,000); T5PNP hydrolysis, p-nitrophenol absorbance 415 nm; Tyrosyl-DNA phosphodiesterase 2 (Homo sapiens), O95551;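 active = inhibition above the mean of all tested compounds plus 3 SD, set per campaign, cut at about 25% in these data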;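 note: 0% = DMSO with enzyme and 100% = buffer with substrate but no TDP2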
# Target sequence (O95551 whole entry, looked up): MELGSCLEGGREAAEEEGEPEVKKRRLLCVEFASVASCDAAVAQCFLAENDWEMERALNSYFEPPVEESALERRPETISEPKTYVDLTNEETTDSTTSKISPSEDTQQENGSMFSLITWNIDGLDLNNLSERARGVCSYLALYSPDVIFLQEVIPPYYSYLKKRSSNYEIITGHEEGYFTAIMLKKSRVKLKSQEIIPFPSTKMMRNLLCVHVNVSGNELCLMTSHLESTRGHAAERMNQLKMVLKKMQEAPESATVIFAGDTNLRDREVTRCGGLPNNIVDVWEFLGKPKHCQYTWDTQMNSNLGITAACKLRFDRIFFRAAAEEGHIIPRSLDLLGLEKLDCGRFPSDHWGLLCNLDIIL
#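 Evaluation: % inhibition relative to enzyme-containing and enzyme-free wells. Material: recombinant human TDP2. Benchmarks: enzyme-free and DMSO wells. Timing: enzyme reaction with compound for 2 h at 37 °C. Compound dosing: 12.8 µM only. Measured by: p-Nitrophenol epi absorbance. Reagent: T5PNP substrate at 5 mM, a TopII-DNA adduct mimic. Replication: single well per compound.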
# GC-B act = human GC-B receptor activators, primary screen, HEK293 GC-B cells, cGMP TR-FRET, EC30 CNP | Atrial natriuretic peptide receptor 2 (Homo sapiens), P20594 | 0% at EC30 CNP, 100% saturating CNP | activation, % at 10 µM | actives 0.11% (n = 370,000);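 active = activation at 10 µM reaching about 35% in either raw or pattern-adjusted values, limit read from the data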
# PRMT1 inh = PRMT1 methyltransferase inhibitors, primary screen, biochemical, fluorescence polarization. inhibition, % at 2.79 µM. AID 652257, 2013. Protein arginine N-methyltransferase 1 (Homo sapiens), Q99873. recombinant PRMT1, activity-based probe fluorescence polarization. actives 1.3% (n = 370,000);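 active = inhibition above about 21% made by adding two undisclosed values, limit read from the data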
# Target sequence (Q99873 whole entry, looked up): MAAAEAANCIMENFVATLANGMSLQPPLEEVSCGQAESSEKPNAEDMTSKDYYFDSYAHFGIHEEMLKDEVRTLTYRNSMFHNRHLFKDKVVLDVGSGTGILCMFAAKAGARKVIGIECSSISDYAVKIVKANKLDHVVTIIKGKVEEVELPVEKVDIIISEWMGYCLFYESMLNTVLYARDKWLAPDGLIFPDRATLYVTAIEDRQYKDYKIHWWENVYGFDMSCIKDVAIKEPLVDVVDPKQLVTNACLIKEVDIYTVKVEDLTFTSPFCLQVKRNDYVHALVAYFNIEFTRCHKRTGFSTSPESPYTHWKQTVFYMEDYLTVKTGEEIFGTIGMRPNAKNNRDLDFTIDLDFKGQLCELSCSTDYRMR
# Active calls of the source: *; . = not tested or not shown. The list is partial, so the mix of outcomes need not match the whole.
# The opening 2 entries (preview)
SMILES,ABHD4 inh,MBD2 DNA inh,SIAE inh,rCAG RNA binder,LEDGF integ inh,HTRA1 inh,TCR-CD3 inh,TDP2 inh,GC-B act,PRMT1 inh
Cc1ccc(C(CNS(=O)(=O)c2ccc(Br)cc2)N2CCN(C)CC2)cc1 (stereo unspecified),9,-4,-1,-5,2,30,1,12,-12,1
CCC(=O)N1CCC(C)(C(=O)NCc2cccc(OC)c2)C1 (stereo unspecified),7,-1,2,3,-1,.,0,-1,2,2

# The whole of this part, repeating the preview:
SMILES,ABHD4 inh,MBD2 DNA inh,SIAE inh,rCAG RNA binder,LEDGF integ inh,HTRA1 inh,TCR-CD3 inh,TDP2 inh,GC-B act,PRMT1 inh
Cc1ccc(C(CNS(=O)(=O)c2ccc(Br)cc2)N2CCN(C)CC2)cc1 (stereo unspecified),9,-4,-1,-5,2,30,1,12,-12,1
CCC(=O)N1CCC(C)(C(=O)NCc2cccc(OC)c2)C1 (stereo unspecified),7,-1,2,3,-1,.,0,-1,2,2
CCOC(=O)N1CCN(C(=O)c2oc3ccc(S(=O)(=O)N4CC(C)CC(C)C4)cc3c2C)CC1 (stereo unspecified),2,1,-3,-1,-3,0,-1,-7,-3,1
O=C(CSc1nnc2ccccn12)NCc1cccs1,-7,0,2,0,-2,3,5,2,-2,2
CCCCCCN1C[C@H](n2cc(C3CC3)nn2)[C@@H](O)C[C@@H]1c1ccc(Cl)cc1,-5,-2,1,-1,-8,-20,1,3,-5,1
Cc1ccc(NC(=O)C/C(N)=N/OC(=O)c2ccccc2)cc1,-13,6,-7,0,1,-15,-2,-8,-1,7
CC1C=CC=CCCC=CC=CC=CC=CC(OC2O[C@H](C)[C@@H](O)[C@H](N)[C@@H]2O)CC(O)C(C(=O)O)C(O)CC(=O)CC(O)C(O)CCC(O)CC(O)CC(O)CC(=O)OC(C)C(C)C1O (stereo partly specified),-4,-4,4,31,26*,.,.,-2,-2,0
CCC(C)C(NC(=O)OCc1ccccc1)C(=O)OCN1C(=O)c2ccccc2C1=O (stereo unspecified),-22,7,-2,-5,-7,-9,-7,-19,-5,7
CNC[C@H](CC1CCCCC1)NC[C@H](Cc1ccccc1)NCCC12CC3CC(CC(C3)C1)C2,48*,2,2,13,7,-5,-6,-1,-11,1
CCN(CC)S(=O)(=O)c1ccc(C(=O)N2CCCCC2)cc1,4,-2,-1,-2,-2,-2,2,0,5,-2
C[C@H](CO)N1C[C@H](C)[C@@H](CN(C)C(=O)NC2CCCCC2)Oc2ccc(NC(=O)CCC(F)(F)F)cc2C1=O,4,1,-1,-7,-2,8,-2,6,2,1
CC(=O)C(Cl)C(=O)Nc1ccccc1 (stereo unspecified),4,3,2,0,2,-4,3,6,1,18
Cn1c(NCCc2ccncc2)nc2cc(-c3cccc(C(F)(F)F)c3)sc2c1=O,-11,-2,-8,3,0,.,-3,-10,-4,1
CC(C)c1nnc(NC(=O)C2CCCN2S(=O)(=O)c2ccc(Cl)cc2)s1 (stereo unspecified),-4,3,0,-1,-2,-2,2,-11,3,2
CC(=O)C1=C(c2ccccc2)OC(N)=C(C#N)C1c1ccc(O)cc1 (stereo unspecified),-9,2,5,1,3,2,5,2,1,-2
O=S(=O)(c1ccccc1)c1cnn2c(C(F)(F)F)cc(-c3ccc(F)cc3)nc12,-1,-2,-8,0,7,0,0,-9,14,-1
C#CCOCCOCCOCCNc1nc(N2CCN(C(=O)[C@H](CCCN=C(N)N)n3cc(C(N)[C@@H](C)CC)nn3)CC2)nc(N2CCN(C(=O)[C@H](CCCCN)n3cc([C@@H](N)CC(N)=O)nn3)CC2)n1 (stereo partly specified),-6,8,0,8,6,-1,1,-11,3,1
Cc1nc(C)c(-c2ccn(S(=O)(=O)c3ccc(Cl)cc3)n2)o1,1,4,2,-8,0,7,-1,3,-6,2
O=C(Nc1ccccc1C(=O)N1CCCCC1)c1cccc(S(=O)(=O)N2CCOCC2)c1,5,1,1,-1,-1,-2,-2,9,6,-2
CCCCc1nc(SCC(=O)Nc2cc(C)on2)n[nH]1,3,0,-5,-3,0,3,3,7,2,-3
CC(C)C[C@@H](CO)N1CCN(CC(C)C)CCC1=O,0,-1,5,-6,2,0,1,1,6,-4
CCc1cc(C(=O)NC(C)C2CCCO2)cs1 (stereo unspecified),1,2,-2,-1,2,5,1,5,7,0
COc1ccc(Cl)cc1NC(=O)CN(C)CC(=O)Nc1ccccc1N1CCOCC1,0,0,6,-6,-5,-6,-3,-15,-5,-1
O=C(CN1C(=O)c2ccccc2C1=O)OCC(=O)N1CCc2ccccc2C1,0,4,2,-4,-3,0,6,9,4,-1
O=C(Nc1ccc(N2CCN(C(=O)c3ccco3)CC2)c(Cl)c1)c1cccs1,1,2,2,-3,2,-23,1,3,6,1
O=C(CC1NCCc2ccccc21)Nc1ccccc1 (stereo unspecified),1,3,-2,1,-2,-2,-2,5,-6,1
COc1ccc(CC(=O)N(CCC2=CCCCC2)c2c(N)n(Cc3ccccc3)c(=O)[nH]c2=O)cc1,-5,5,4,7,-2,-4,-8,-4,-2,3
Cc1ccc(N=Cc2cc(Cl)cc(Cl)c2O)nc1,4,-3,5,5,1,10,4,6,-2,1
Cc1ccc(NC(=O)C2CCN(C(=O)[C@@H]3Cc4ccccc4CN3)CC2)c(C)c1,17,5,8,-3,1,-1,-2,25*,1,-1
Cc1ccc(OCC(=O)Nc2ccc3c(c2)ncn3C)cc1,-1,3,-4,0,2,4,5,1,2,-9
Cc1ccc(S(=O)(=O)NN=Cc2cc(Cl)ccc2O)cc1,9,1,3,17,0,-4,-6,-2,9,8
O=C(CCC(=O)N1CCSc2ccccc21)Nc1ccc(F)cc1,-11,0,2,2,-2,-9,-1,-6,3,3
CC(C)(O)C#Cc1ccc([C@@H]2C[C@H]3CN(c4ccccc4)C(=O)[C@]34CCCN24)s1,-6,3,4,2,3,-4,-7,3,-9,5
C=CC[C@@H](CC(=O)N(CCO)Cc1ccccc1)C(=O)N[C@H](COC(=O)[C@@H](CC=C)Cc1ccc(F)cc1)c1ccccc1,-37,6,-5,8,-2,-58,-5,-9,-6,3
CCOC(=O)N1CCN(CCC(=O)c2ccc(OC)cc2)CC1,-4,-2,-6,-3,-1,3,-2,-13,-5,21*
CCOc1ccc(C(=O)NC(C(=O)NCC(c2cccs2)N(C)C)C(C)C)cc1 (stereo unspecified),5,3,4,-4,-2,-3,-4,2,1,2
O=C(CSc1ccccc1)NC1CCCCN(Cc2cccc(Cl)c2)C1=O (stereo unspecified),2,1,0,3,-3,.,.,7,1,-2
COc1ccc(C(=O)NC(CC(C)C)C(=O)O)cc1 (stereo unspecified),8,-6,1,-1,-4,8,3,3,3,2
Cc1ccc(-n2c(SCC(=O)N3CC(=O)Nc4ccccc43)nc3ccccc3c2=O)cc1C,-6,0,-7,3,-1,-32,8,8,5,0
CCN(CC1CCCO1)C(=O)c1cc(COc2cc(C)c(Cl)c(C)c2)on1 (stereo unspecified),-5,6,0,0,-2,-15,-6,3,3,4
CC1CCCCN1CCCNc1ccc(C(CC(N)=O)NC(=O)Cc2ccc(Br)cc2)cc1[N+](=O)[O-] (stereo unspecified),5,-12,-9,4,2,3,-3,-3,6,-1
Cc1ccc(COc2ccc(/C=N/NC(=O)c3nnn(-c4nonc4N)c3COc3ccc(F)cc3)cc2)cc1,-5,-3,-1,1,0,1,-1,6,3,-3
O=C(NCC1COc2ccccc2O1)C1CCN(S(=O)(=O)c2ccccc2)CC1 (stereo unspecified),0,-6,0,3,-2,2,3,-4,2,0
Cc1cccn2c(=O)c(/C=C(\C#N)C(=O)NC3CCS(=O)(=O)C3)c(N3CC(C)OC(C)C3)nc12 (stereo unspecified),4,1,2,-3,-3,7,-4,-16,-5,3
O=C(O)C1C2C=CC(C2)C1C(=O)NC1CCN(Cc2ccccc2)CC1 (stereo unspecified),7,-2,2,-3,-4,-4,4,6,-1,-1
O=C(O)c1cccc(NC(=S)NC(=O)c2ccc(-c3ccc(Cl)cc3)o2)c1,-20,-2,-15,17,-1,-8,-3,0,-8,3
COc1ccccc1OCC(=O)OCc1cc(-c2ccco2)on1,5,-3,-13,5,-2,7,4,-1,-2,0
CC(=O)Nc1ccc(Sc2ncccc2C(=O)Nc2cc(Cl)cc(Cl)c2)cn1,1,4,1,-1,2,-13,-7,3,-4,-5
Cc1onc(-c2ccccc2Cl)c1C(=O)Nc1ccc2c(c1)OCO2,-1,-3,7,2,-4,6,-6,-19,-9,-1
CC(C)(/C=N/NC(=O)CSCc1ccc(Cl)cc1)CCC#N,0,-1,0,-3,-1,-4,-1,3,0,0
O=C(CSc1cccc2cccnc12)N/N=C/c1ccncc1,2,-5,0,0,-2,-5,4,5,-2,4
CC1CCN(C(=O)c2[nH]cnc2C(=O)N(C)Cc2ccccc2)CC1,-1,-1,11,-3,0,2,-8,10,0,-2
CSc1nnc(-c2cc3c(s2)-c2ccccc2CC3)o1,-15,2,-10,2,0,-32,6,-1,-18,1
Cc1cc(OCC(=O)NCc2ccncc2)ccc1Cl,2,-1,1,1,0,3,5,11,-1,-1
Cc1ccc(NC(=O)CNCc2cccs2)c(Br)c1,2,4,-1,-6,-3,-3,-4,-1,5,-1
O=C(NCCCc1ccccc1)c1ccncc1,0,-4,2,0,3,7,6,-2,4,1
CSCCC(NC(=O)c1ccccc1)C(=O)O (stereo unspecified),-1,2,1,-2,-6,-2,9,-2,2,-2
COc1ccc(C2C(O)C(c3c[nH]c4ccccc34)=NN2C(=O)CCl)cc1 (stereo unspecified),1,-1,9,8,-1,-10,5,-2,1,4
COc1ccc(S(=O)(=O)N(CC(=O)N2CCOCC2)c2ccc(F)cc2)cc1OC,4,3,-7,-4,-1,0,-1,1,4,-2

# Looked up above:
# O=C(O)c1cccc(NC(=S)NC(=O)c2ccc(-c3ccc(Cl)cc3)o2)c1 in ABHD4 inh = -20
# Cc1ccc(NC(=O)CNCc2cccs2)c(Br)c1 in PRMT1 inh = -1

# Compound activity deposited in PubChem BioAssay by several laboratories.
